Assay outcomes: PubChem, Sanford-Burnham Center for Chemical Genomics
hIAP act: increases human intestinal alkaline phosphatase activity. P09923. purified human IAP, CDP-Star luminescence, 30 min; active compounds read high; 1 = vehicle-only enzyme, 0 = enzyme-free background. activation factor at 10 µM. 330,000 compounds, 0.16% hits. AID 2524;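 active means activation factor of the enzyme at least 2-fold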; further: the source names both 10 and 20 µM as test concentration; values of inactives mirror those of a sister screen read the other way
MIN6 prolif: inducers of beta-cell replication in MIN6 cells | MIN6 cells proliferation, ATPlite luminescence, 48 h; cells starved in 0.2% serum; 100% = growth in 10% serum | proliferation, % at 10 µM | 330,000 compounds, 0.29% hits | AID 2380;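 active means compounds whose signal lies at least 3.5 SD above the mean of all wells on their plate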;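 further: 0% = DMSO-treated cells in low-serum medium and 100% = 10% serum control; some compounds called inactive have numbers as strong as hits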
mIAP block: blocks mouse intestinal alkaline phosphatase; purified mouse IAP, CDP-Star luminescence, 30 min; inhibition, % at 10 µM; 330,000 compounds, 0.2% hits; AID 2806;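 active means inhibition of at least 40% at 10 µM in the primary screen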;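 further: plate controls were DMSO with enzyme for no effect and no enzyme wells for full effect; values of inactives mirror those of a sister screen read the other way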
MPTP block: inhibitors of mitochondrial permeability transition pore | inhibition, % at 10 µM | 360,000 compounds, 1.4% hits | AID 602449 | isolated mouse mitochondria, Ca2+ swelling absorbance, 30 min;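 active means inhibition of 50% or more, scaled per plate between neutral and stimulator controls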;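 further: 0% = DMSO wells given calcium and 100% = 1 mM EGTA wells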
ATG4B inhibitor: ATG4B (human) cysteine protease inhibition. Q9Y4P1. inhibition, % at 8.33 µM. 340,000 compounds, 0.51% hits. ATG4B cleavage of LC3-PLA2, NBD-HPC fluorescence, 1 h. AID 504462; in the data active means inhibition above about 40%
Target sequence (Q9Y4P1 whole entry, looked up): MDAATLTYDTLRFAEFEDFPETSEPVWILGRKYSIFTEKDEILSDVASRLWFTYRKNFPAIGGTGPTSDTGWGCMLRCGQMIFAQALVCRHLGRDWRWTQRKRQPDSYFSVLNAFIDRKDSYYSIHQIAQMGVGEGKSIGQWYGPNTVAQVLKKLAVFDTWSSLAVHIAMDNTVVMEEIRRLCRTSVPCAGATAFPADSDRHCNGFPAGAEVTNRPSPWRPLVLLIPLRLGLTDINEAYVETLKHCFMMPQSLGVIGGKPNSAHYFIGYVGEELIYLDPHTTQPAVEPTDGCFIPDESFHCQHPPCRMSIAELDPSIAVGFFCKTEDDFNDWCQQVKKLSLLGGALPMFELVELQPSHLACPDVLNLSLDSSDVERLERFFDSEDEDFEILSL
APOBEC3G inh: blocks human APOBEC3G single-stranded DNA deamination | inhibition, % at 20 µM | 330,000 compounds, 0.28% hits | Q9HC16 | recombinant A3G, ssDNA deamination FAM/TAMRA fluorescence;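 active means inhibition of at least 40% at 20 µM, with no more than 30% in the related APOBEC3A deaminase screen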;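 further: plate controls were DMSO wells with A3G for no effect and wells lacking A3G enzyme for full effect; some compounds called inactive have numbers as strong as hits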
Target sequence (Q9HC16 whole entry, looked up): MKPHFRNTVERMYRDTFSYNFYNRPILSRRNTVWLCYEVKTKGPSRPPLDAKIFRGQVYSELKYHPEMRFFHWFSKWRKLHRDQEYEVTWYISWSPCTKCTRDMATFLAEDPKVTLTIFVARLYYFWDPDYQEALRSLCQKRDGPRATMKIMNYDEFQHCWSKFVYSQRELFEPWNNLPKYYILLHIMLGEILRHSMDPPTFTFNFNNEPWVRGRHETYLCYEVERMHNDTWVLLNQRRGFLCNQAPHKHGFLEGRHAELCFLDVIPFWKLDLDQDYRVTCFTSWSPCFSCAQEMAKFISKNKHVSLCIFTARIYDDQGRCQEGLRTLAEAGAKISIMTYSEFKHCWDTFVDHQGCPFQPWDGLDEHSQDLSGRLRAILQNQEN
A3A deaminase: inhibitors of human APOBEC3A DNA deaminase; P31941; recombinant A3A, FAM/TAMRA ssDNA deamination fluorescence; inhibition, % at 20 µM; 330,000 compounds, 0.41% hits;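 active means at least 40% inhibition at 20 µM here, with at most 30% in a related deaminase screen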;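 further: plate controls were A3A with DMSO for no effect and wells lacking A3A enzyme for full effect; some results filed as inactive read as strong as hits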
Target sequence (P31941 whole entry, looked up): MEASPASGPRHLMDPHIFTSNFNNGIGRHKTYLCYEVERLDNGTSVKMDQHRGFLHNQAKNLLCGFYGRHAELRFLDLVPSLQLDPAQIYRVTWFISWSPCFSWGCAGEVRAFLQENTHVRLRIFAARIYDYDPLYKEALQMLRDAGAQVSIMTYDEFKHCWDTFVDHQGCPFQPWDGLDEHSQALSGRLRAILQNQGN
hIAP inh: blocks human intestinal alkaline phosphatase; P09923; purified IAP, CDP-Star luminescence, 30 min; inhibition, % at 10 µM; 330,000 compounds, 0.12% hits; AID 2544;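 active means inhibition reaching a set limit with compound at 10 µM in the primary screen, cut at about 35% in these data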;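 further: plate controls were DMSO wells with enzyme for no effect and no-enzyme buffer wells for full effect; values of inactives mirror those of a sister screen read the other way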
mIAP act: mouse IAP activation. muIAP, CDP-Star luminescence, 30 min; active compounds read high; 1 = vehicle-only enzyme signal, 0 = enzyme-free wells. activation factor at 10 µM. 330,000 compounds, 0.24% hits;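 active means activation factor of at least 2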; further: the source names both 10 and 20 µM as test concentration; values of inactives mirror those of a sister screen read the other way
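Assay system: mouse IAP enzyme / Compound: DMSO-dissolved test compounds / Timing: 30 min, room temperature / Measured by: luminescence from enzymatic CDP-Star hydrolysis / Control set: DMSO-only wells, enzyme-free buffer wells as negative control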
* hit, by the source's call; x = no result given.

SMILES	hIAP act	MIN6 prolif	mIAP block	MPTP block	ATG4B inhibitor	APOBEC3G inh	A3A deaminase	hIAP inh	mIAP act
CSc1ncccc1C(=O)NCc1ccc(C)cc1	1.1	-2	3	0.4	-9	-3	-3	-11	0.97
O=C(c1ccccc1Cl)N1CCN(C(=O)C2CCCO2)CC1 (configuration not stated)	1.2	1	8	-0.5	-1	-11	9	-18	0.92
COC(=O)c1ccccc1NC(=O)c1cc(C)no1	0.99	0	3	0.1	-10	-3	0	1	0.97
Cc1cc(C)cc(NC(=O)CC23CC4CC(C2)CC(n2nnc(C)n2)(C4)C3)c1	1.1	0	-28	3.2	-4	-8	-1	-8	1.3
CCCNC(=O)COC(=O)c1ccccc1OCC(=O)Nc1ccc(Br)cc1	1	-1	-2	0.1	5	-8	-6	-1	1
COc1cccc(C2=NOC(C(=O)Nc3ccccc3SC)C2)c1 (configuration not stated)	0.89	-3	3	-1.3	10	-3	3	11	0.97
COc1ccc(CCNC(=O)CSc2ccc(-c3ccccc3)nn2)cc1	0.87	0	1	x	x	-5	-4	13	0.99
O=C(CC1CCCC1)N1CCCC(Nc2cccc(F)c2)C1 (configuration not stated)	0.97	2	-1	0.5	11	-1	0	2	1
CCN(CC)S(=O)(=O)c1cc(C)c(C)cc1OCC(=O)NC1CCCC1	1.4	-2	-1	0.4	-1	-5	1	-36	1
CC(=O)NNC(=S)NC(=O)c1ccc(C)cc1	1.6	-3	11	-0.6	-2	18	0	-64	0.89
COC(=O)c1ccc(CNC(=O)CNc2cc(C(F)(F)F)ccc2N2CCOCC2)cc1	1.3	-2	1	-6.4	-15	-2	0	-25	0.99
O=C(c1ccc([N+](=O)[O-])cc1)N(Cc1ccccc1)c1ccccn1	1	0	-2	-0.4	-13	-7	-2	-4	1
S=C(Nc1ccc(Cl)cc1Cl)N1CCOCC1	0.9	0	22	-1.0	5	-8	4	10	0.78
FC(F)(F)c1cnc(N2CCCN(C(=S)Nc3ccccc3)CC2)c(Cl)c1	0.9	-4	-7	70*	0	-4	-5	10	1.1
Cn1c2c(c(=O)c3ccccc31)CCC(C)(C)O2	1.4	0	-2	0.1	4	-8	-2	-44	1
CC(=O)Nc1ccc(N/C(N)=N/c2nc(C)cc(C)n2)cc1	0.89	-2	-6	-0.7	13	8	5	11	1.1
c1ccc(CN2CCC3(CC2)Nc2ccccc2CO3)cc1	1	-2	3	12	5	-6	-6	-4	0.97
COc1ccc(N2CCN(C(=O)CSc3nnc(-c4ccc5[nH]c(C)c(C)c5c4)o3)CC2)cc1	1.1	0	-12	1.8	-6	-9	-5	-10	1.1
CCN(CC)CCNC(=O)C1CCN(S(=O)(=O)c2c(C)noc2/C=C/c2ccccc2F)CC1	1.1	-8	1	-0.8	5	-6	-4	-12	0.99
CC1=CC(C)(C)N=C(Nc2ccc(C)cc2)S1	1.1	1	-8	-0.5	4	-6	-5	-10	1.1

Some values from the results shown:
Under hIAP act, COc1ccc(N2CCN(C(=O)CSc3nnc(-c4ccc5[nH]c(C)c(C)c5c4)o3)CC2)cc1 has the entry 1.1
Under ATG4B inhibitor, CC1=CC(C)(C)N=C(Nc2ccc(C)cc2)S1 has the entry 4

The results go on.
SMILES	hIAP act	MIN6 prolif	mIAP block	MPTP block	ATG4B inhibitor	APOBEC3G inh	A3A deaminase	hIAP inh	mIAP act
Cc1ccc2nc(NC(=O)CC3Oc4ccccc4NC3=O)sc2c1 (configuration not stated)	1	-3	-7	1.5	6	1	8	-1	1.1
O=C(NCc1ccc2c(c1)OCO2)C(=O)NCC1OCCN1S(=O)(=O)c1ccc(Cl)cc1 (configuration not stated)	1.2	-2	8	0.9	-1	-7	0	-23	0.92
O=C(Nc1cccc(Cl)c1)N1CCN(c2ncccn2)CC1	0.98	-3	-2	-0.4	-6	-7	-3	2	1
CCOC(=O)c1sc2nc(C)nc(N3CCCCC3C)c2c1C (configuration not stated)	0.92	-2	5	2.4	-8	14	-2	8	0.95
CCc1ccc(NS(=O)(=O)c2c(C)noc2C)cc1	0.92	-2	3	0.5	-1	-1	0	8	0.97
Cn1cc(CN2CCc3c([nH]c4ccccc34)C2C2CCCCC2)cn1 (configuration not stated)	1.1	-3	-6	-0.1	-3	0	5	-13	1.1
Nc1c(C(=O)Nc2ccc3c(c2)OCCO3)nnn1Cc1ccc(Cl)cc1	0.87	4	0	-1.0	1	-2	-2	13	1
CCN1C(=O)c2ccccc2S(=O)c2ccc(C(=O)NCc3ccc(OC)cc3)cc21 (configuration not stated)	1.2	-1	2	1.0	-8	-4	-1	-18	0.98
COCCN(C(=O)c1ccc(-c2ccc(Cl)cc2)o1)c1c(N)n(CC(C)C)c(=O)[nH]c1=O	0.97	-3	-3	-0.1	-5	-6	-3	3	1
CCn1nccc1C(=O)Nc1nc2ccccc2n1CCN1CCCCC1	1.4	-2	10	-0.4	-12	-1	4	-39	0.9
c1ccc(N2OCC3Cn4c(nc5ccccc54)C32)cc1 (configuration not stated)	1	4	0	0.0	4	-10	-6	-5	1
COCc1ccc(CN2CCCC(CCC(=O)NCc3cccc(OC)c3)C2)o1 (configuration not stated)	1	-3	-4	0.6	4	-1	10	-2	1
CC(=O)c1cccc(NC(=O)C2CCN(S(C)(=O)=O)CC2)c1	0.99	-1	7	0.3	-8	-5	-2	1	0.93
CC(C)Oc1ccc(C2CNC(=O)C2)cc1 (configuration not stated)	0.92	0	-6	-1.5	4	-8	-5	8	1.1
COc1cccc(C(=O)CSc2nnc(-c3cc(OC)c(OC)c(OC)c3)o2)c1	0.95	-2	21	2.6	-7	-6	-2	5	0.79
COc1ccc(N(CC(=O)NCc2ccc(C)cc2)S(=O)(=O)c2c(C)noc2C)cc1	0.84	-1	-7	-1.6	9	-4	-1	16	1.1
Cc1onc(-c2ccccc2)c1C(=O)/C=C/N(C)C	0.98	1	-10	1.3	-8	-7	-4	2	1.1
O=S(=O)(c1ccccc1)N1CCn2c(nc3ccccc32)C1	0.86	-3	-3	-0.8	-9	-10	-5	14	1
CC1CC(C)CN(S(=O)(=O)c2ccc(NC(=O)CN3CCCCCC3)cc2)C1 (configuration not stated)	0.96	-4	-15	9.1	6	5	-1	4	1.1
COc1cccc(-c2nc(NCc3ccco3)c3ccccc3n2)c1O	0.86	0	1	3.9	-11	2	1	14	0.99
COc1ccc2[nH]c3c(=O)n(Cc4ccco4)cnc3c2c1	1	0	-2	-2.7	-15	-2	0	0	1
CSCCC1COC(c2cccs2)=N1 (configuration not stated)	1	-1	-10	0.3	-7	-6	-7	-4	1.1
Cc1ccc(CN(C)C(=O)CCNS(=O)(=O)c2ccccc2)o1	1	1	-6	0.7	-4	-10	-2	-5	1.1
COc1ccc(S(=O)(=O)N(C)c2ccc(C(=O)N3CCCC3)cc2)cc1OC	1.1	-1	-1	0.3	0	-5	-4	-7	1
CCCCc1ccc(-c2csc(/C(C#N)=C/c3ccc(C)o3)n2)cc1	0.91	-2	13	34	7	-3	-2	9	0.87
Cc1ccc(C(=O)N(Cc2ccccc2)C(C)(C)C)cc1C	1	0	9	0.5	14	-5	-1	-3	0.91
CC(=O)C1=C(O)C(=O)N(CCO)C1c1ccccc1 (configuration not stated)	1.1	-3	7	0.1	-2	-8	-2	-9	0.93
CCc1nnc(NS(=O)(=O)c2ccc(NC(=O)c3cc4ccccc4oc3=O)cc2)s1	0.91	0	-2	x	x	-2	-1	9	1
COC(=O)c1ccc(C(=O)OC)c(NC(=O)C(C)C)c1	0.94	0	11	-0.5	-19	-4	-3	6	0.89
Cc1ccccc1C(=O)NC[C@@H]1CCCN2CCCC[C@H]12	0.98	-3	7	-0.6	0	-9	-2	2	0.93
Nc1nc(-c2ccccc2)cc(C(F)(F)F)n1	0.83	0	6	-0.5	12	-4	0	17	0.94
COC(=O)[C@@H](NC(=O)O[C@@H]1C(=O)c2ccc(OC)cc2O[C@H]1c1cccc(C(F)(F)F)c1)C(C)C	1	-4	10	x	x	-10	-2	-4	0.9
CC(=O)c1cccc(NC(=O)CCC(=O)c2ccc(F)cc2)c1	0.99	-1	1	-0.3	1	-6	7	1	0.99
COc1ccc(C2C3=C(CCCC3=O)Nc3c(-c4ccccc4)c(C)nn32)cc1 (configuration not stated)	1	-1	4	-0.5	-3	4	-2	-2	0.96
COc1cc2c(cc1OC)N1C(=O)CC(OCC(=O)O)C3C4CC5(CCN5C(=O)C4=O)C2C31 (configuration not stated)	0.97	-3	8	-1.0	4	8	-2	3	0.93
O=S(=O)(Nc1ccc(-c2ccc3nncn3n2)cc1)c1ccc(Cl)s1	1.2	3	8	-1.2	-1	-10	-4	-17	0.92
CCOC(=O)CSc1nc2cc3c(cc2cc1C#N)OCO3	1.1	-2	-12	-1.0	-10	-4	-1	-11	1.1
Clc1ccccc1OCCn1cnc2ccccc21	1	-1	-7	-1.0	-3	3	5	-5	1.1
CCCCc1cc(=O)oc2cc(OCC(=O)Nc3cccnc3)c(Cl)cc12	0.79	-4	13	9.3	-1	-3	-4	21	0.87
O=C(COC(=O)c1ccc([N+](=O)[O-])o1)NC1CCCC1	1.1	-3	6	-1.5	-10	-4	-1	-10	0.94
COc1ccc(NC2CCCN(C(=O)CCc3scnc3C)C2)cc1 (configuration not stated)	1.1	4	7	1.3	-4	0	2	-5	0.93
CCOC(=O)c1ccc(NC(=O)CSc2nnc(COc3ccccc3)n2C)cc1	0.94	2	1	-1.4	-4	-4	-3	6	0.99
O=C(/C=C/c1ccc2ccccc2n1)N1CCN(c2ccccc2)CC1	1	-3	9	-1.5	2	-8	3	-1	0.91
CCN1CCN(S(=O)(=O)c2c(C)[nH]c(C)c2C(=O)N2CCCCC2)CC1	1.2	0	-2	-0.4	-11	-3	-2	-16	1
CC(C)(C)c1ccc(-c2cnco2)cc1	0.94	0	-8	1.2	-12	0	5	6	1.1
O=C(Nc1ccc(Br)cc1)c1ccccc1Br	0.89	-1	-3	0.2	0	1	1	11	1
O=C(CSc1nnc2scc(-c3ccccc3)n12)Nc1ccc2c(c1)OCCO2	0.75	-3	4	-0.3	-2	-6	-4	25	0.96
Cc1nnc2n(Cc3ccccc3)c(=O)c3c4c(sc3n12)COC(C)(C)C4	0.99	-4	-10	3.6	-2	0	2	1	1.1
COc1cccc(CN2C(=O)c3cccc(N)c3C2=O)c1	1.2	-1	-25	0.0	6	-1	1	-18	1.2
Cc1ccc2[nH]c(=O)c(CN(CCCN(C)C)C(=O)Nc3ccc(Cl)cc3)cc2c1	0.83	-6	11	-0.5	-13	-5	2	17	0.89
Nn1c(SCC(=O)NNC(=O)c2ccccc2)nnc1-c1ccccc1F	1.2	3	4	-0.1	-1	-11	3	-18	0.96
CCCCC(=O)Nc1ccc(Br)cn1	0.86	1	-5	0.3	-4	-6	-5	14	1
O=C1CN(C(=O)c2cc3ccccc3oc2=O)C(c2ccc(F)cc2)c2cc(Br)ccc2N1 (configuration not stated)	1.1	1	1	0.5	-3	-7	3	-8	0.99
Cc1ccc(CNC(=O)C2CCC(=O)N2Cc2ccccc2Cl)cc1 (configuration not stated)	0.99	3	-1	-0.6	6	0	3	1	1

Outcome played no part in choosing rows; overall some 3.3% were active at least once.
